Bioassay records (PubChem BioAssay)
FBPA Giardia inh = qHTS Assay for Inhibitors of Fructose-1,6-bisphosphate Aldolase from Giardia Lamblia | purified Giardia FBPA | Potency, µM (series often up to 59.6 µM), without a hit: at the top dose activity, negative = inhibition, usual class: inhibitors | 290,000 tested, 0.71% active | AID 2451, 2010; also: potency is read from the fitted curve at half-maximal effect; % is scaled to controls: 0 for no effect and ±100 for the full control effect; nearly all actives have a fitted effect of over 55% in size
Target sequence (A8B2U2 whole entry, looked up): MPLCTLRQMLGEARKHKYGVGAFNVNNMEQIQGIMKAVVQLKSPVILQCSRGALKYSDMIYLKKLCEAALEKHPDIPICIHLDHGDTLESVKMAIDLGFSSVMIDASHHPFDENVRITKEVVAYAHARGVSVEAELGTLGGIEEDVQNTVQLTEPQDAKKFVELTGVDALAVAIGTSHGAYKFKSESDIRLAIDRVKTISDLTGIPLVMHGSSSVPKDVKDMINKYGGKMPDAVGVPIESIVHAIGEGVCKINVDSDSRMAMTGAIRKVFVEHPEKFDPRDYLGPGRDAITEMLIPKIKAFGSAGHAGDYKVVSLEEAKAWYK
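Giardia FBPA (40 nM reagent) was preincubated 10 min at RT with compound (up to 57.5 uM final), then substrate plus GAPDH/TPI/NAD/arsenate coupling system with diaphorase/resazurin was added; resorufin fluorescence (525/598 nm) was read after 20 min.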
AmpC detergent = qHTS Inhibitors of AmpC Beta-Lactamase (assay with detergent); P00811; AmpC hydrolysis of nitrocefin, absorbance 480 nm, 0.01% Triton; Potency, µM (top dose mostly 114 µM), for inactives: at the highest dose activity change, negative = inhibition, most hits filed as inhibitors; 370,000 tested, 0.041% active;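 also: potency is read from the fitted curve at half-maximal effect; 0% = no-compound wells and -100% = no-enzyme wells; nearly all actives have a fitted effect of over 25% in size; some results filed as inactive show a strong effect at the top dose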
Target sequence (P00811 whole entry, looked up): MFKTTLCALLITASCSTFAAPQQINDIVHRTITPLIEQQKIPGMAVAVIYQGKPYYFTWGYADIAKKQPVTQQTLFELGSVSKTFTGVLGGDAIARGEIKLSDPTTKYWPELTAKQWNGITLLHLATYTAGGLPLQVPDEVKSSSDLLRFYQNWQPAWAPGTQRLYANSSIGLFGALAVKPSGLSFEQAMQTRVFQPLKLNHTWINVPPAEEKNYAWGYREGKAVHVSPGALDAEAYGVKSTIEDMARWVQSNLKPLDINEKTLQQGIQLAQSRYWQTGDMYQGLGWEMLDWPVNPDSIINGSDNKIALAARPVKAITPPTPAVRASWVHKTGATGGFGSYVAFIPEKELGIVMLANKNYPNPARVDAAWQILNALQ
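20 mM phosphate pH 7.0 + 0.01% (detergent screen) or 0.0001% Triton X-100; 5.3 nM AmpC reagent; cpd preinc 15 min RT; nitrocefin (800 uM stock) to start; A480 q20 s × 4 min; Activity was normalised to no-enzyme and no-compound control wells.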
AmpC no deterg = qHTS Inhibitors of AmpC Beta-Lactamase (assay without detergent). P00811. AmpC nitrocefin hydrolysis, absorbance 480 nm, 0.0001% Triton. Potency, µM (doses to about 57.1 µM), for the others: at the highest dose activity change, negative = inhibition, hits mostly inhibitors. 330,000 tested, 0.52% active;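 also: potency is read from the fitted curve at half-maximal effect; plate controls were no compound for no effect and no enzyme for full effect; nearly all actives have a fitted effect of over 20% in size; some results filed as inactive show a strong effect at the top dose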
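20 mM phosphate pH 7.0 + 0.01% (detergent screen) or 0.0001% Triton X-100; 5.3 nM AmpC reagent; cpd preinc 15 min RT; nitrocefin (800 uM stock) to start; A480 q20 s × 4 min; Activity was normalised to no-enzyme and no-compound control wells.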
HCMV inh = qHTS Assay for inhibitors of the human cytomegalovirus (HCMV) | activity change, negative = inhibition, % at 57.5 µM | 410,000 tested, 4.5% active | HFF cells, HCMV-luciferase reporter, 72 h; active compounds read low; in the data active = activity change below about -60%; inconclusive = no clear call, values can overlap the other calls; inactive = above about -39%; also: % is scaled to controls: 0 for no effect and ±100 for the full control effect
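Cell-based, HFFs, 1000 cells/well, 16 h 37C; cpds in DMSO + HCMV-luc, MOI 1 PFU/cell; 72 h 37C; OneGlo luminescence after 5 min RT; norm. to buffer vs Salinomycin 10uM.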
Shiga inhibitor = A qHTS for Small Molecule Inhibitors of Shiga Toxin. Vero cells, Shiga toxin protein synthesis inhibition reporter. 290,000 tested, 9.2% active. AID 2315, 2010. inhibition, % at 38.7 µM; in the data active = inhibition mostly above about 28%, no sharp cut-off; inactive = mostly below about 43%; also: 0% is about no effect
AMA1-RON2 inh = qHTS for Inhibitors of AMA1-RON; Towards Development of Antimalarial Drug Lead: Primary Screen | 360,000 tested, 0.2% active | AID 720542, 2013 | Plasmodium falciparum AMA1 (3D7) - RON2 peptide interaction | AlphaScreen AMA1-biotinylated RON2 peptide binding | Potency, µM (doses to about 58.2 µM), for inactives: at the top dose activity change, negative = inhibition, actives largely listed as inhibitors;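 also: potency is read from the fitted curve at half-maximal effect; 0% = vehicle wells and -100% = peptide control; nearly all actives have a fitted effect of over 45% in size; some results filed as inactive show a strong effect at the top dose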
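AMA1 (3D7) with his tag at 25 nM final met compounds first, then biotinylated RON2 peptide at 25 nM; detection used donor plus acceptor beads, 10 µg/mL apiece, read by AlphaScreen after 30 min at room temperature.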
Cycloheximide cs = Cycloheximide Counterscreen for Small Molecule Inhibitors of Shiga Toxin. cell reporter, cycloheximide protein synthesis inhibition counterscreen. 300,000 tested, 12% active. AID 2314, 2010. max response, %; in the data active = max response mostly above about 13%, no sharp cut-off; inactive = mostly below about 14%; also: read at 38.3 µM for the half of the compounds with a filed dose; 0% is about no effect
* hit, by the source's call; ? = inconclusive; · = no result given; & = joins results of further samples; [ ] = remark or other dose. Unless noted, calls follow the shape of the dose curve; as a rule, active = well fitted curve in the direction sought with a large enough effect; inconclusive = small, poorly fitted or top-dose-only effect, or another doubt; inactive = no such curve, though single readings can be large; an effect the other way counts as inactive or inconclusive.

SMILES	FBPA Giardia inh	AmpC detergent	AmpC no deterg	HCMV inh	Shiga inhibitor	AMA1-RON2 inh	Cycloheximide cs
C=CCNC(=O)C1CCN(c2ccc(S(=O)(=O)N3CCOCC3)cc2[N+](=O)[O-])CC1	0%	3%	-1%	-8	-3	-5%	1
O=C(CCl)Nc1cccn2ncnc12	4%	-10%	-9%	-60*	-14	4%	6
CC(C)CNC(CC(=O)Nc1cccc([N+](=O)[O-])c1)C(=O)O (stereo not given)	-4%	-12%	-25%	-6	-10	7%	4
c1ccc(C2OCCN3CCCCC23)cc1 (stereo not given)	-10%	6%	-23%	-17	6	-16%	15
COc1ccc(NC(=S)NC(NC(=O)c2cccc(C)c2)C(Cl)(Cl)Cl)c([N+](=O)[O-])c1 (stereo not given)	-6%	0%	4µM*	-11	-4	7%	-1
CN(Cc1ccncn1)C(=O)CC1C(=O)NCCN1Cc1cccc(Oc2ccccc2)c1 (stereo not given)	-27%	9%	52%	?	10	33%[activator]	-2
CC(C)[C@H](NS(=O)(=O)c1cccc(Cl)c1)C(=O)OCC(=O)NC(=O)CN1CCCC1=O	·	-11%	-9%	·	·	-3%	·
O=C(O[C@@H]1Cc2c(O)cc(O)cc2O[C@@H]1c1cc(O)c(O)c(O)c1)c1cc(O)c(O)c(O)c1	?	0%	-33%	·	15	·	-1
Cc1cc(Nc2c(C)n(C)n(-c3ccccc3)c2=O)n2c(nc3cc(F)c(F)cc32)c1C#N	-23%	8%	-14%	·	-1	-7%	-5
NC(=O)c1ccc(NC(=O)c2cnc3ccccc3n2)cc1	0%	-1%	-24%	117	80*	1%	37*
Nc1nccc(/C=C/c2ccc(Cl)cc2)n1	0%	-11%	-6%	80	72*	9%	44*
Cc1onc(-c2ccccc2)c1C(=O)OCC(=O)N1CCN(c2ccccc2)CC1	·	-19%	36%	-19	·	-4%	·
O=C1NCC(c2ccccc2)C1C(=O)N/N=C\c1ccc(-c2ccc(Cl)c(Cl)c2)o1 (stereo not given)	0%	-7%	24%	?	-22	-10%	-7
CC1(C)SC(=S)N(NC(=O)Nc2ccccc2)C1N(O)C(=O)Nc1ccccc1 (stereo not given)	·	-14%	-36%	-16	33	7%	16
O=C(NCCc1ccccc1)/C(=C\c1ccc([N+](=O)[O-])cc1)NC(=O)c1ccccc1	1%	0%	-35%	-102*	-10	-8%	-6
O=C(Cn1c(=O)cnc2ccccc21)NCC(=O)Nc1ccc(F)c(F)c1	·	-1%	-3%	4	·	-18%	·
O=C(O)c1ccc(N/N=C/c2c[nH]c3ccccc23)cc1	-5%	4%	-16%	-65*	2	1%	9
Cc1ccc(C(=O)NNC(=O)c2ccc(C)cc2)cc1	6%	-15%	-14%	?	20	-8%	16
N=C1C(c2ccccc2)=C(O)CN1NC(=O)c1ccccc1	0%	-2%	-19%	-12	5	3%	-3
Cc1ccc(S(=O)(=O)n2[nH]c(=O)cc2NC(=O)c2cccs2)cc1	-4%	-3%	-31%	·	-3	·	5
O=C(CNC(=O)OCc1ccccc1)Nc1ccc(F)cc1	·	2%	-14%	-19	·	5%	·
CCN(C(=O)COC(=O)C12CC3CC(CC(NC(C)=O)(C3)C1)C2)C1CCCCC1	·	-10%	54%	-4	·	9%	·
O=C(NC1CCCCC1)c1ccccc1NC(=S)NC(=O)C1CCC1	-9%	4%	3%	-62*	36	7%	-5
O=C(COc1ccccc1Cl)c1ccc[nH]1	-13%	1%	-32%	-25	57	-11%	30*
COc1ccc(N2CCN(C(=O)c3ccc(S(=O)(=O)N4CCCCCC4)cc3)CC2)cc1	·	-10%	-19%	-30	·	-4%	·
C=CCNC(=S)N1CCN(c2ccccc2Cl)CC1	?	-2%	-16%	-3	30	-4%	-7
CCOc1ccc(S(=O)(=O)Nc2cccc(C(=O)N(C)Cc3cccc(OC)c3OC)c2)cc1	14%	5%	6%	-11	-13	-1%	-5
CC(C)(C)c1ccc(-c2nc(C#N)c(N3CCC(C(N)=O)CC3)o2)cc1	3%	1%	157%[activator]	37	1	-7%	8
Cc1csc(NS(=O)(=O)c2cccc([N+](=O)[O-])c2)n1	1%	-14%	0%	11	-6	-7%	0
CCOc1ccc(N2C(=O)CC(N(CCc3ccc(OC)cc3)C(=O)c3cccc(F)c3)C2=O)cc1 (stereo not given)	-4%	-6%	52%	-39	-6	-4%	2
Cc1ccc(NS(=O)(=O)c2cc(C(=O)Nc3cccc([N+](=O)[O-])c3)ccc2C)cc1	-6%	1%	-21%	-39	10	6%	0
CCN1C(=O)C2(C(C(=O)c3ccc(C)o3)=C(O)C(=O)N2CCCN2CCOCC2)c2ccccc21 (stereo not given)	-16%	2%	2%	-8	7	2%	2
C[C@@H](CO)NC(=O)c1ccc2c3n(nc2c1)-c1ccc(Cl)cc1CO3	-10%	-1%	16%	94	55*	-8%	33*
C/C(=N\Nc1nc(N)cc(Cl)n1)c1ccc(Cl)c(Cl)c1	-13%	-10%	?	-39	26	55%[activator]	6
CCCCn1c(N)c(NCCC(C)C)c(=O)[nH]c1=O	2%	-2%	-8%	-36	-13	19%	-3
CC(C)CC(=O)N[C@H](C(=O)N[C@H](C(=O)N[C@@H](CC(C)C)[C@@H](O)CC(=O)N[C@@H](C)C(=O)N[C@@H](CC(C)C)[C@@H](O)CC(=O)O)C(C)C)C(C)C	3%&-2%	-16%	14%&-1%	?	7&-11	-2%	-4&-3
COc1ccc(CN2CCC(C(=O)c3ccc(F)cc3)CC2)cc1	4%	-14%	-8%	-6	·	-14%	-2
Cn1c(=O)c2cc(S(=O)(=O)NC(C(=O)NC3CCCCC3)c3ccccc3)ccc2n(C)c1=O (stereo not given)	1%	-14%	-29%	13	-13	1%	-6
Cc1ccc(C(=O)NNC(=O)c2cc(OCC(F)(F)F)ccc2OCC(F)(F)F)cc1	1%	-1%	-18%	13	-9	77%[activator]	18
COc1ccc(C(=O)NC(C)CCc2ccccc2)c(O)c1 (stereo not given)	-10%	-7%	-36%	-16	68*	-1%	30*

Some of the entries so far, with two lines to a compound:
Value order – FBPA Giardia inh, AmpC detergent, AmpC no deterg, HCMV inh, Shiga inhibitor, AMA1-RON2 inh, Cycloheximide cs
> CCOc1ccc(N2C(=O)CC(N(CCc3ccc(OC)cc3)C(=O)c3cccc(F)c3)C2=O)cc1 (stereo not given)
 : -4%, -6%, 52%, -39, -6, -4%, 2
> Cc1ccc(NS(=O)(=O)c2cc(C(=O)Nc3cccc([N+](=O)[O-])c3)ccc2C)cc1
 : -6%, 1%, -21%, -39, 10, 6%, 0
> CCN1C(=O)C2(C(C(=O)c3ccc(C)o3)=C(O)C(=O)N2CCCN2CCOCC2)c2ccccc21 (stereo not given)
 : -16%, 2%, 2%, -8, 7, 2%, 2
> C[C@@H](CO)NC(=O)c1ccc2c3n(nc2c1)-c1ccc(Cl)cc1CO3
 : -10%, -1%, 16%, 94, 55*, -8%, 33*
> C/C(=N\Nc1nc(N)cc(Cl)n1)c1ccc(Cl)c(Cl)c1
 : -13%, -10%, ?, -39, 26, 55%[activator], 6
> CCCCn1c(N)c(NCCC(C)C)c(=O)[nH]c1=O
 : 2%, -2%, -8%, -36, -13, 19%, -3
> CC(C)CC(=O)N[C@H](C(=O)N[C@H](C(=O)N[C@@H](CC(C)C)[C@@H](O)CC(=O)N[C@@H](C)C(=O)N[C@@H](CC(C)C)[C@@H](O)CC(=O)O)C(C)C)C(C)C
 : 3%&-2%, -16%, 14%&-1%, ?, 7&-11, -2%, -4&-3
> COc1ccc(CN2CCC(C(=O)c3ccc(F)cc3)CC2)cc1
 : 4%, -14%, -8%, -6, ·, -14%, -2
> Cn1c(=O)c2cc(S(=O)(=O)NC(C(=O)NC3CCCCC3)c3ccccc3)ccc2n(C)c1=O (stereo not given)
 : 1%, -14%, -29%, 13, -13, 1%, -6
> Cc1ccc(C(=O)NNC(=O)c2cc(OCC(F)(F)F)ccc2OCC(F)(F)F)cc1
 : 1%, -1%, -18%, 13, -9, 77%[activator], 18
> COc1ccc(C(=O)NC(C)CCc2ccccc2)c(O)c1 (stereo not given)
 : -10%, -7%, -36%, -16, 68*, -1%, 30*

Carrying on.
SMILES	FBPA Giardia inh	AmpC detergent	AmpC no deterg	HCMV inh	Shiga inhibitor	AMA1-RON2 inh	Cycloheximide cs
CCCC(=O)NC(c1ccco1)c1cc(Cl)c2cccnc2c1O (stereo not given)	?	7%	-13%	-98*	-25	-43%	-3
CCN(CC)S(=O)(=O)c1ccc(C(=O)NCCN2C(=O)S/C(=C\c3cccnc3)C2=O)cc1	-2%	2%	-5%	-28	30	0%	33
COC(=O)/C=C/c1ccc(-n2cncn2)cc1	7%	-2%	-15%	?	32	-29%	23*
Nc1c(N(CCC2=CCCCC2)C(=O)Cc2ccccc2F)c(=O)[nH]c(=O)n1Cc1ccccc1	·	6%	-21%	-14	·	13%	·
COc1cc(OC)cc(C(=O)N2CCN(c3ncccn3)CC2)c1	5%	0%	-6%	54	21	-3%	9
CC(C)(C)NC(=O)C(c1ccncc1)N(C(=O)Cn1nnc(-c2cccs2)n1)C1CCCCC1 (stereo not given)	·	-2%	75%[activator]	9	-7	-12%	-1
CC(=O)N1CCc2cc(S(=O)(=O)NCCC(=O)NC3CCCCCC3)ccc21	-7%	0%	-4%	?	-2	-1%	9
COc1ccc(C)cc1NC(=O)CSc1nc(=O)n(CCCN2CCOCC2)c2c1CCCC2	·	-11%	248%[activator]	-16	·	-13%	·
CC(=O)C1C(c2ccc(OC(F)F)cc2)NC(=O)NC1(O)C(F)(F)F (stereo not given)	7%	3%	1%	-32	-6	-3%	-1
CC(C)C[C@H](NC(=O)OC(C)(C)C)C(=O)N[C@@H](CO)[C@H](O)[C@@H]1C[C@@H]1C(=O)N1CCCC1	-1%	7%	24%	-39	4	-4%	-2
CC(C)c1nccn1S(=O)(=O)c1cc([N+](=O)[O-])ccc1Cl	1%	-10%	-21%	-8	-3	0%	-1
COc1cc(CCC(=O)Nc2ccncc2Cl)cc(OC)c1OC	·	6%	-7%	33	-2	19%	-2
CCCCc1nc2n[nH]c(N)c2c2c1CCC2	1%	?	-9%	6	-16	-2%	-3
Cc1ccc(C)c(Sc2ccc(NC(=O)CCl)cc2)c1	0%	-15%	-18%	8	-14	0%	-1
